Screening results from PubChem BioAssay.
MLLE-PAM2 inh: inhibitors of microRNA-mediated deadenylation, human PABP1 MLLE binding; GST-MLLE / FITC-PAM2 fluorescence polarization; AID 588489; inhibition, % at 20 µM; hit rate 0.36% among 360,000; P11940; in the data active = inhibition above about 35%, passing the limit was not always enough;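 also: plate controls were DMSO wells with GST-MLLE for no effect and wells lacking GST-MLLE protein for full effect; some results filed as inactive read as strong as hits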
Target sequence (P11940 whole entry, looked up): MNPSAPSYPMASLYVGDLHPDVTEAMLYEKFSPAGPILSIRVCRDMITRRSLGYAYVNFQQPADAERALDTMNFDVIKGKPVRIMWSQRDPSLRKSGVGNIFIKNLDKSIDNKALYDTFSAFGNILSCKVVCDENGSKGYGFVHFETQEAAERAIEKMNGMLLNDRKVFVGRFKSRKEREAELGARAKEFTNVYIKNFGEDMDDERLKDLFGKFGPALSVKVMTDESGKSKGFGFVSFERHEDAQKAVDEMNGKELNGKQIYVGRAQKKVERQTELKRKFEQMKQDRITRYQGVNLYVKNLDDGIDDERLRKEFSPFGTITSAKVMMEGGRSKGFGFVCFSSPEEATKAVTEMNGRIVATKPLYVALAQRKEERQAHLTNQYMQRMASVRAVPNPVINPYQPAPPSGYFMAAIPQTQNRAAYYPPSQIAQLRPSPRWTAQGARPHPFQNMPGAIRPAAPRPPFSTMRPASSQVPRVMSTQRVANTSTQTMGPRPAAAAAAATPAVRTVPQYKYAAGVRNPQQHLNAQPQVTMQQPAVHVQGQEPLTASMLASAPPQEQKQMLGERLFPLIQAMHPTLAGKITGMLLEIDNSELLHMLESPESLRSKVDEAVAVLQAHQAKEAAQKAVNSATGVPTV
MT1-MMP act inh: MT1-MMP (human) activation inhibition. GFP/RFP ratio change, % at 20 µM. hit rate 0.061% among 360,000. HT1080 RFP-PRO-GFP cells, GFP/RFP ratio fluorescence, overnight; percent of plate control window, DMSO zero. AID 651647;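 active = GFP/RFP ratio change of at least 30% with cell ATP level not reduced by more than half and red fluorescence within 50% of control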; also: strong numbers were not always called active
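Test system: HT1080 RFP-PRO-GFP cells; Benchmarks: DMSO and RFP-L50D-GFP cell wells; Timing: cells overnight before dosing, compound overnight, 37 °C, 5% CO2; Compound: one 20 µM compound dose with 1% DMSO; Read-out: GFP/RFP fluorescence ratio.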
FAS TE block: inhibitors of human fatty acid synthase thioesterase domain; P49327; recombinant FAS-TE, OMFH fluorogenic substrate, fluorescence endpoint; inhibition, % at 15 µM; hit rate 0.67% among 360,000; AID 602261;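 active = compounds whose normalised, plate-corrected inhibition of enzyme fluorescence in the single-dose primary screen is 50% or more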;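 also: 0% = DMSO with enzyme and 100% = substrate without enzyme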
CendR NRP1 mod: NRP-1/CendR interaction modulation. O14786. FAM-RPARPAR peptide binding to NRP-1, fluorescence polarization. inhibition, % at 25 µM. hit rate 0.85% among 360,000;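 active = inhibition or corrected inhibition above about 18%, plus a signal ratio from 0.5 to 1.5, limit read from the data, passing the limit was not always enough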; also: strong numbers were not always called active
Tb MetRS inh: Trypanosoma brucei MetRS inhibition | purified T. brucei MetRS, ATP depletion, Kinase-Glo luminescence | inhibition, % at 11.9 µM | hit rate 0.4% among 360,000 | AID 624268;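 active = inhibition above a per-plate cutoff of the control wells' mean inhibition plus 3 SD, cut at about 5.5% in these data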;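 also: 0% = DMSO wells median and 100% = median of wells with control inhibitor compound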
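Material: T. brucei methionyl-tRNA synthetase, purified; reagent: substrates ATP, L-methionine and bulk Escherichia coli tRNA; dosing: 11.9 µM single point; timing: 15 min plus 2 h at 25 °C; detection: luminescence of leftover ATP; evaluation: % inhibition; control set: DMSO-only wells as low control; replicates: singlicate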
SKN-1 block: inhibitors of C. elegans SKN-1 | C. elegans VP596 Pgst-4::GFP/RFP ratio, acrylamide-induced, 24 h | inhibition, % at 21.8 µM | hit rate 0.49% among 360,000;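 active = interference check ratio from 0.5 to 1.5 plus GFP to RFP signal ratio inhibition reaching or exceeding a fixed threshold, cut at about 30% in these data, passing the limit was not always enough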; also: some compounds called inactive have numbers as strong as hits
bovine MsrA act: activates bovine MsrA enzyme. purified bovine MsrA, absorbance read-out. activation, % at 10.6 µM. hit rate 0.3% among 360,000; in the data active = activation above about 7.5%;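 also: 0% = vehicle and 100% = reference activator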
MsrA inhibitor: inhibitors of bovine MsrA | inhibition, % at 15.5 µM | hit rate 0.75% among 360,000 | purified bovine MsrA, absorbance read-out | AID 651718; in the data active = inhibition above about 4.5%;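 also: 0% = vehicle wells with enzyme and 100% = reference inhibitor wells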
E coli Lon inh: E. coli protease La inhibition. P0A9M0. purified E. coli Lon protease, fluorescence polarization. inhibition, % at 7.94 µM. hit rate 0.42% among 360,000. AID 602123; in the data active = inhibition above about 13%, passing the limit was not always enough;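 also: 0% = enzyme with probe and DMSO and 100% = no enzyme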
* hit, by the source's call; nt = no result given.

SMILES	MLLE-PAM2 inh	MT1-MMP act inh	FAS TE block	CendR NRP1 mod	Tb MetRS inh	SKN-1 block	bovine MsrA act	MsrA inhibitor	E coli Lon inh
C/C(=N\NC(=O)c1cccc2ccccc12)c1ccccn1	-7	7	3	2	-0.5	-12	-4	0.9	-5
CCc1cc(OCCCCNCc2ccccc2)ccc1Cl	-111	7	-4	14	-0.2	10	1	-0.6	3
Cc1ccc(C(=O)NCC(=O)OCC(=O)c2ccc(Br)s2)cc1	-20	2	-1	1	0.7	1	0	-0.7	0
Cc1cccc(C(=O)Oc2ccccc2/C=N/NC(=O)c2ccc(NC(=O)C(C)(C)C)cc2)c1	13	8	66*	-5	-0.3	-1	-7	1.6	4
COc1cc(OC)cc(C(=O)Nc2ccc(C(=O)c3ccncc3)cc2)c1	-15	0	7	-2	-0.2	22	-3	0.9	-1
CCn1nnnc1SCC(=O)N1CCN(Cc2ccc3c(c2)OCCO3)CC1	-5	-3	-1	6	-0.3	2	-2	-1.1	-12
CCOC(=O)C1CCCNC1=O (centres undefined)	-10	-6	-5	2	-1.0	-9	-3	1.6	4
COc1ccccc1OCc1nc(C#N)c(NCCCn2ccnc2)o1	-18	-1	-2	-5	-1.1	5	-16	0.1	-1
O=C(NNC1=Nc2ccccc2SC1)c1ccccc1F	1	0	-4	12	0.1	1	-2	0.8	-3
O=C(CCCN1C(=O)c2ccccc2C1=O)NCCC1=CCCCC1	5	-4	24	-1	-1.8	-25	-12	-1.2	-4
Fc1ccc(-n2c(-c3ccc4ccccc4n3)n[nH]c2=S)cc1	-35	4	-2	-2	-0.5	6	-2	1.3	5
Cc1noc(C)c1CSCC(=O)Nc1nc2ccc(F)cc2s1	13	0	2	-30	-0.4	11	-5	-1.5	-3
O=C(CN1C(=O)NC2(CCCCCC2)C1=O)NC1CCCCCCC1	-3	1	-8	-6	-0.6	12	-3	0.4	7
C[C@H](CO)NC(=O)c1nc[nH]c1C(=O)N[C@@H](C)c1ccccc1	-7	2	-8	-6	1.0	-8	-2	-0.1	5
Clc1ccccc1-c1ccc2nccn2c1	-61	2	-8	13	0.2	18	-2	0.6	4
CC1CC1c1ccc(/C=C(\C#N)C(=O)Nc2ccccc2Cl)o1 (centres undefined)	-15	-4	28	-11	-0.4	24	-4	1.1	0
COC(=O)[C@H](Cc1ccccc1)NC(=O)NCc1ccc(C)cc1	13	2	-2	5	0.4	7	-2	1.5	-2
CCc1nc2ccc(C(=O)N3CCN(C)CC3)cn2c1N(C)CCC(C)C	8	-3	-3	3	-0.1	-2	-3	-0.1	-5
Cc1cccc(CCNC(=O)c2cc(S(=O)(=O)N3CCOCC3)cn2C)c1	8	0	-3	7	-0.2	-12	0	-0.2	0
CCN(CC)S(=O)(=O)c1ccc(Cl)c(C(=O)NC2CCCC2)c1	9	4	0	12	0.1	-12	5	1.5	2
CCOc1ccc(CNc2ccc(N3CCN(Cc4ccccc4)CC3)cc2)cc1	7	1	6	13	-0.4	13	-1	-0.1	-4
O=C(NNC(=S)NC(=O)c1cccnc1)c1ccccc1	13	4	-6	16	0.1	13	2	2.6	-1
COC(=O)c1ccc(OC(=O)CN2C(=O)c3ccccc3C2=O)cc1	11	-1	1	-8	0.0	2	-2	-0.6	-2
CSCCC(NC(=O)OCc1ccccc1)NC(=O)OCc1ccccc1	7	6	8	0	0.0	2	-3	1.8	-7
CCC(C)NC(=O)c1cc(-c2ccc(OC)cc2)on1 (centres undefined)	-4	2	-3	-8	-0.4	-18	-2	-0.2	-2

13 structures out of the list, ordered by heavy-atom count, rising:
SMILES	MLLE-PAM2 inh	MT1-MMP act inh	FAS TE block	CendR NRP1 mod	Tb MetRS inh	SKN-1 block	bovine MsrA act	MsrA inhibitor	E coli Lon inh
CCOC(=O)C1CCCNC1=O (centres undefined)	-10	-6	-5	2	-1.0	-9	-3	1.6	4
Clc1ccccc1-c1ccc2nccn2c1	-61	2	-8	13	0.2	18	-2	0.6	4
CCC(C)NC(=O)c1cc(-c2ccc(OC)cc2)on1 (centres undefined)	-4	2	-3	-8	-0.4	-18	-2	-0.2	-2
O=C(NNC1=Nc2ccccc2SC1)c1ccccc1F	1	0	-4	12	0.1	1	-2	0.8	-3
CCc1cc(OCCCCNCc2ccccc2)ccc1Cl	-111	7	-4	14	-0.2	10	1	-0.6	3
Cc1ccc(C(=O)NCC(=O)OCC(=O)c2ccc(Br)s2)cc1	-20	2	-1	1	0.7	1	0	-0.7	0
COC(=O)[C@H](Cc1ccccc1)NC(=O)NCc1ccc(C)cc1	13	2	-2	5	0.4	7	-2	1.5	-2
O=C(CN1C(=O)NC2(CCCCCC2)C1=O)NC1CCCCCCC1	-3	1	-8	-6	-0.6	12	-3	0.4	7
COc1ccccc1OCc1nc(C#N)c(NCCCn2ccnc2)o1	-18	-1	-2	-5	-1.1	5	-16	0.1	-1
COc1cc(OC)cc(C(=O)Nc2ccc(C(=O)c3ccncc3)cc2)c1	-15	0	7	-2	-0.2	22	-3	0.9	-1
CCn1nnnc1SCC(=O)N1CCN(Cc2ccc3c(c2)OCCO3)CC1	-5	-3	-1	6	-0.3	2	-2	-1.1	-12
CCOc1ccc(CNc2ccc(N3CCN(Cc4ccccc4)CC3)cc2)cc1	7	1	6	13	-0.4	13	-1	-0.1	-4
Cc1cccc(C(=O)Oc2ccccc2/C=N/NC(=O)c2ccc(NC(=O)C(C)(C)C)cc2)c1	13	8	66*	-5	-0.3	-1	-7	1.6	4

Additional compounds.
SMILES	MLLE-PAM2 inh	MT1-MMP act inh	FAS TE block	CendR NRP1 mod	Tb MetRS inh	SKN-1 block	bovine MsrA act	MsrA inhibitor	E coli Lon inh
CCC(=O)N1Cc2cc(C(=O)Nc3nccs3)nc(-c3cccc(-c4ccccc4OC)c3)c2[C@H]1CCO	nt	0	4	-9	-0.3	9	-2	0.3	0
CCCCC(=O)Nc1cc2nn(-c3ccc(OC)cc3)nc2cc1C	1	1	-7	-3	-0.8	4	-4	-1.0	1
CCN1CCN(C(=O)c2ccc3c(=O)n(Cc4ccccc4OC)c(=S)[nH]c3c2)CC1	-66	-5	-6	6	-0.3	16	-1	-0.3	1
CCc1cc(-c2n[nH]c(=S)n2Cc2ccccc2)cs1	-11	1	3	-5	-0.6	0	-6	-1.8	6
CC(OC(=O)C1CC(=O)N(Cc2ccccc2)C1)C(=O)Nc1ccccc1[N+](=O)[O-] (centres undefined)	-17	1	-10	20	-0.3	-5	-4	0.9	0
CCOC(=O)N1CCN(C(=O)c2ccc(Oc3ccc([N+](=O)[O-])cc3)cc2)CC1	-1	2	7	-4	-0.4	-3	-3	1.9	-2
CCOC(=O)c1ccc(NC(=O)CN2C(=O)NC3(CCC(C)CC3)C2=O)cc1 (centres undefined)	-13	3	0	15	-0.6	4	-2	-0.5	-2
O=C(CNC1C(=O)Nc2ccccc21)Sc1ccccc1 (centres undefined)	22	3	-7	12	-0.5	-14	0	-0.4	-6
COCCN1CC(C(=O)NCc2ccccc2-n2ccnc2C)CCC1=O (centres undefined)	14	-2	-5	-3	-0.3	0	0	0.1	-9
Cc1cccc(S(=O)(=O)N(C)C[C@H]2OCc3cn(nn3)CCCC(=O)N([C@@H](C)CO)C[C@@H]2C)c1	-6	0	-6	-8	-0.2	15	-3	-1.8	-3
CC(C)(C)Nc1nc(SCC(=O)Nc2ccccc2)nc(N2CCOCC2)n1	-17	-9	9	-9	-1.1	10	-6	0.5	-2
NC(=O)c1ccc(-c2noc(-c3cccc(Cl)c3)n2)cc1	5	-1	-10	2	-0.2	0	-3	-0.6	-1
Cn1c(=S)n(CCC(=O)O)c2ccccc21	-41	3	-4	4	-0.7	6	0	0.6	-12
CCn1c(NCc2ccc3c(c2)OCO3)nc2ccccc21	-11	0	3	4	3.2	9	2	1.4	13
CC1CCCC(C)N1C(=O)COC(=O)c1ccc(O)cc1 (centres undefined)	0	1	-6	-10	-0.9	11	-2	-2.0	5
O=C(c1cc2ncccn2n1)N1CCc2c([nH]c3ccccc23)C1c1ccccc1F (centres undefined)	-15	-1	7	-3	-0.3	5	-3	-1.3	10
CCc1ccc(NC(=O)NCC2CCN(Cc3cccc(Cl)c3)CC2)cc1	-8	2	0	2	-1.1	-15	1	-1.5	2
CCCOc1ccc2ccccc2c1/C=C1\SC(=O)NC1=O	-17	3	12	-20	0.0	7	-3	1.9	-8
Cc1ccc2nc(-c3ccc(S(=O)(=O)N4CCCCC4)cc3)cn2c1	3	-2	4	11	-0.4	0	-1	1.0	-4
COc1ccc(CCNC(=O)C2CC2)cc1	8	-3	-7	-2	-1.1	-5	-7	-1.6	1
COc1ccc2[nH]c(=O)c(CN(c3ccccc3)S(=O)(=O)c3ccccc3)cc2c1	-1	-9	-6	-4	-0.1	-16	-1	0.1	-8
O=C(Nc1c2c(nn1-c1ccc([N+](=O)[O-])cc1)CS(=O)(=O)C2)c1cccs1	13	0	10	8	0.7	-2	-3	0.6	-3
c1ccc2oc(-c3csc(NCC4CCCO4)n3)cc2c1 (centres undefined)	35	-2	1	-11	-1.3	10	-3	-0.9	-25
CCCCn1c(N)c(N(CCC(C)C)C(=O)C(C)N2C(=O)c3ccccc3C2=O)c(=O)[nH]c1=O (centres undefined)	-84	5	-2	9	-0.4	-8	-10	-1.1	5
CCOC(=O)C1C(C(=O)OCC)C2C(=O)C3C(C(=O)OCC)C(C(=O)OCC)C3C(=O)C12 (centres undefined)	15	5	-4	-3	-0.1	-6	-2	-0.3	6
COc1ccc(/C=C(/NC(=O)c2ccccc2Cl)C(=O)NCCCC(=O)O)cc1	-8	7	-4	2	-0.8	4	-6	-1.0	-4
CCc1cc(-c2n[nH]c(C)c2-c2nc3ccccc3n2C)c(O)c(CN2CCN(C)CC2)c1O	-9	0	-10	-16	-1.0	-3	-2	-0.4	2
OCCCNc1ncnc2[nH]ncc12	15	1	-7	1	-0.2	-9	-1	0.2	-26
O=C(NCCc1ccccc1)c1ccco1	6	4	-2	-3	-1.0	-7	-1	0.5	-3
